Compound activity as filed in PubChem.
HIF-2a block: blocks HIF-2a reporter activity. 786-0 RCC cells HIF-2a reporter, luciferase luminescence, overnight. AID 624352. 0.72% of 360,000 active. inhibition, % at 18.8 µM;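 active = inhibition of the luminescence signal of 40% or more relative to plate controls, in a single-dose primary screen at 18.75 µM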
iPSC survival up: enhancers of human iPSC single-cell survival; hiPSC single-cell survival, ATPlite luminescence; 100% = ROCK inhibitor wells, 0% = DMSO; survival enhancement, % at 20 µM; 0.044% of 360,000 active; in the data active = survival enhancement above about 18%;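 also: cells exposed to compounds for 16 hours before the ATP read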
HTR2A ag: agonists of mouse serotonin 5-HT2A receptor (HTR2A) | activation, % at 7.6 µM | 0.66% of 360,000 active | AID 624169 | CHO-K1 mHTR2A beta-arrestin complementation, luminescence; percent of 30 µM serotonin response | P35363;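 active = activation above a run cutoff, the mean activation of all tested compounds plus 3 SD, cut at about 14% in these data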;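 also: 0% = plate median of compound wells and 100% = 30 µM serotonin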
Target sequence (P35363 whole entry, looked up): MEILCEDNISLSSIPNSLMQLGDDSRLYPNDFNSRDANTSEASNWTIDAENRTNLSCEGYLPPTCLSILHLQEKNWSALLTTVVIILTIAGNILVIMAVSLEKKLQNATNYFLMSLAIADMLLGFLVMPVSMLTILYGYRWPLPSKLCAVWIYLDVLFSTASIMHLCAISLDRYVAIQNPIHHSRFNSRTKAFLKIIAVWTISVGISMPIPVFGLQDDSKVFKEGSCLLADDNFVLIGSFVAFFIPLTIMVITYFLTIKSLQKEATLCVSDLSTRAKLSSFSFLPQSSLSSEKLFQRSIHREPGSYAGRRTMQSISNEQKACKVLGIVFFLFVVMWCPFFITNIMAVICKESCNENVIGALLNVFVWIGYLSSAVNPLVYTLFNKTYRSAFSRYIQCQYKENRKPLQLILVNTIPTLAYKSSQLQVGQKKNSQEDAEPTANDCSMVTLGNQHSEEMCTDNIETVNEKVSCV
Shn3 3UTR inh: inhibitors of Schnurri-3 3'UTR reporter in osteoblasts | 0.52% of 360,000 active | AID 588674 | inhibition, % at 12.5 µM | Clone20 osteoblast Shn3 3'UTR firefly luciferase, 24 h;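 active = mean inhibition of at least 75% with every replicate also reaching 75%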;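 also: 0% = median of neutral control wells and 100% = pilot-screen positive control compound; some compounds past the cut are filed as inactive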
TRPM1 prom inh: inhibitors of MITF-driven TRPM1 promoter in melanoma cells; SK-MEL-5 TRPM1 promoter luciferase, 24 h; inhibition, % at 12.5 µM; 0.83% of 330,000 active; AID 488899;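 active = mean inhibition across replicates of 60% or more, whatever share of single replicates reaches that level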; also: values of inactives mirror those of a sister screen read the other way
NR2E3 ag-1: agonists of human nuclear receptor NR2E3 | Q9Y5X4 | GST-NR2E3/biotin-RetCOR TR-FRET, 1536-well | inhibition of corepressor binding, % at 4.78 µM | 0.12% of 320,000 active | AID 2300;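 active = percent inhibition above the cutoff of mean plus 3 SD of all tested compounds, set per screening campaign, cut at about 20% in these data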;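 also: 0% = DMSO wells and 100% = biotin wells as full block of FRET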
Target sequence (Q9Y5X4 whole entry, looked up): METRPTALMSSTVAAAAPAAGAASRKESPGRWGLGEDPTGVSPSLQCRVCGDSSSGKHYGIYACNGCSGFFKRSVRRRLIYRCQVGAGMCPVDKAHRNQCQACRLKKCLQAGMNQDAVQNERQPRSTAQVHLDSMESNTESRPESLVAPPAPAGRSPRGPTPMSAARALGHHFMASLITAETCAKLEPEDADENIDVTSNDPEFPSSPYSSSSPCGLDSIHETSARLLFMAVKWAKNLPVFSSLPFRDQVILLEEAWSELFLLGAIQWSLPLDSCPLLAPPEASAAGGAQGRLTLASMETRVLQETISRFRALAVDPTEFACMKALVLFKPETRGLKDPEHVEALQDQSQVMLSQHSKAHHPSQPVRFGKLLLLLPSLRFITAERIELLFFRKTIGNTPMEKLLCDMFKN
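Test system: GST-NR2E3 and biotin-RetCOR proteins | Quantity: 1.35 nM GST-tagged NR2E3 final | Medium: Tris pH 7.5 | Also added: 7 nM biotin-RetCOR | Dosing: Compound at 4.8 µM, single dose | Timing: 5 h at 4 °C | Detection: Time-resolved FRET | Read-out basis: Percent inhibition | Benchmarks: Biotin wells as high control, 0.6% DMSO wells as low control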
CaV13 FRET inh: Primary screen for inhibitors of IQ motif and Ca2+-dependent inactivation inhibitor domain binding in CACNA1D, Förster resonance energy transfer in living cells, … | inhibition, % at 12.3 µM | 0.098% of 340,000 active | HEK cells, CFP/YFP FRET ICDI-IQ, plate reader, 10 min; percent FRET-ratio fall versus neutral wells;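 active = mean replicate inhibition of at least 30% and at least 1% of replicates passing that level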;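 also: 0% = median of the neutral control wells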
PDI turbidity: PDI (human) enzyme inhibition; 0.052% of 350,000 active; P07237; inhibition, % at 10 µM; PDI insulin aggregation turbidity, A650, 90 min; AID 588391;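 active = mean inhibition across replicates of 30% or more, whatever share of single replicates reach that level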;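 also: absorbance from insulin aggregation driven by PDI reduction with DTT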
Cardio protect: modulators protecting cardiomyocytes from myocardial damage | H9c2 cardiomyocytes, H2O2 injury protection, ATPLite, 2 h | protection from H2O2 cell death, % at 20 µM | 0.63% of 360,000 active;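 active = compounds giving at least 50% protection of heart cells from peroxide-induced death in the single-dose screen, raw or plate-pattern-corrected value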;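 also: 0% = DMSO wells with peroxide and 100% = DMSO wells without peroxide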
NR2E3 ag-2: agonists of human NR2E3 nuclear receptor; Q9Y5X4; CHO-S Gal4-NCOR/VP16-NR2E3 two-hybrid, luciferase; inhibition of corepressor binding, % at 3.98 µM; 0.35% of 360,000 active; AID 602229;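 active = inhibition above the mean of all tested compounds plus 3 SD, cut at about 70% in these data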;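 also: 0% = DMSO with NR2E3 transfected cells and 100% = cells lacking NR2E3 construct; higher means lower luciferase signal from less NR2E3 corepressor binding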
Peg3 prom inh: Peg3 promoter activity inhibition | HeLa PEG-Prom luciferase reporter, luminescence, overnight | 1.7% of 360,000 active | inhibition, % at 20 µM;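 active = inhibition of at least 50% at 20 µM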
* marks the source's active call; other numbers are inactive results; . = not tested or not shown.

SMILES	HIF-2a block	iPSC survival up	HTR2A ag	Shn3 3UTR inh	TRPM1 prom inh	NR2E3 ag-1	CaV13 FRET inh	PDI turbidity	Cardio protect	NR2E3 ag-2	Peg3 prom inh
CCN1CCC(O)(C(C(=O)O)c2ccccc2)CC1 (centres undefined)	7	2.1	0	6	-5	.	-6	-63	-2	-10	12
N#Cc1c(-c2ccc3c(c2)OCO3)csc1N	-167	-1.3	-1	-7	-21	2	-5	-1	-9	-17	-115
Cc1ccc(C(=O)COC(=O)COc2ccccc2C)cc1	10	-0.3	0	-2	0	-1	-3	-6	-2	12	-7
COc1ccc(/C(N)=N/OC(=O)CN(C)S(=O)(=O)c2ccc(C)cc2)cc1	8	1.0	-4	8	5	.	3	-1	-25	13	7
O=C(O)c1ccc(N2CC3CC(C2)c2cccc(=O)n2C3)c(NS(=O)(=O)c2cccc(C(F)(F)F)c2)c1 (centres undefined)	13	1.1	4	-5	9	0	-3	1	4	1	3
CCOC(=O)c1ccc(S(=O)(=O)NNC(=O)c2ccc3c(c2)nc(C)n3CC)cc1	6	-1.1	-4	-2	11	0	-4	-1	-2	11	1
O=C(COC(=O)C12CC3CC(CC(C3)C1)C2)NNC(=O)c1ccccc1	2	0.0	7	-7	1	.	-13	-4	-5	0	-3
CC(C)n1c(SCC(=O)N2CCCCC2)nc2c1c(=O)n(C)c(=O)n2C	15	0.3	12	6	12	4	-18	-6	4	6	8
Cc1cc(=O)[nH]c(SCC(=O)Nc2ccc(C)c(S(=O)(=O)N3CCCCC3)c2)n1	17	0.4	5	22	-2	4	-6	0	6	13	-3
COc1ccc(S(=O)(=O)N2CCOCC2)cc1NC(=O)CN(C)CC(=O)Nc1cccc(F)c1	8	1.2	2	0	.	.	-15	-3	4	-8	17
COCC(C)NC(C(=O)Nc1cccc(C(C)=O)c1)c1ccccc1 (centres undefined)	-4	0.2	4	-6	6	0	-3	8	5	-10	5
CCCc1nn2c(=O)cc(CSCC(=O)Nc3cccc(OC)c3)nc2s1	6	-0.3	7	-4	-5	1	-3	3	0	8	-3

Copied from the list:
COCC(C)NC(C(=O)Nc1cccc(C(C)=O)c1)c1ccccc1 (centres undefined) – PDI turbidity = 8
Cc1cc(=O)[nH]c(SCC(=O)Nc2ccc(C)c(S(=O)(=O)N3CCCCC3)c2)n1 – PDI turbidity = 0

Further records follow:
SMILES	HIF-2a block	iPSC survival up	HTR2A ag	Shn3 3UTR inh	TRPM1 prom inh	NR2E3 ag-1	CaV13 FRET inh	PDI turbidity	Cardio protect	NR2E3 ag-2	Peg3 prom inh
COc1cc(NC(=O)Cc2ccccc2)cc(OC)c1	9	-1.3	-2	7	-20	-2	.	3	-3	-2	8
Clc1ccc(-c2nc3ccccn3c2CN2CCCCC2)cc1	-3	-1.3	1	7	-1	-3	-4	-3	-8	-6	-49
COc1ccc(NC(=O)CNC(=O)Cc2ccccc2)cc1	-5	0.2	9	-11	3	3	-2	-32	2	-3	-6
COc1cc(CCC(=O)OCC(=O)N(CC(C)C)C2CCS(=O)(=O)C2)cc(OC)c1OC (centres undefined)	14	-0.3	0	-3	3	.	-5	6	3	-14	-9
CC(C)n1nc(C(=O)OCC(=O)c2c[nH]c3ccccc23)c2ccccc2c1=O	-21	-1.7	1	16	6	0	-4	-1	62*	21	27
O=C(COC(=O)c1cnccn1)NCCc1ccccc1	11	-1.6	1	3	7	0	-2	-4	-1	-8	14
CCS(=O)(=O)c1ccc2c(c1)N(S(C)(=O)=O)CC(C(=O)NN)O2 (centres undefined)	12	-2.2	-1	-15	-4	-2	-5	5	5	3	-4
Cc1ccc(S(=O)(=O)N2[C@@H](c3ccc(Br)cc3)C(C(=O)O)=C[C@H]2C(C)(C)C)cc1	12	4.2	0	-17	-3	.	-6	-8	-1	-25	-2
CCOC(=O)C[C@H]1c2ccccc2S(=O)(=O)N1C1CC1	4	0.5	-3	-21	-1	2	-11	-2	-3	-21	2
CC(C)Cn1c(CN2CCN(c3ccccc3F)CC2)nc2c1c(=O)[nH]c(=O)n2C	14	1.8	3	11	4	2	-6	3	-2	7	28
CN(C)C(=O)Cn1nc(-c2ccccc2)c2ccccc2c1=O	7	-3.0	-1	9	1	1	-5	-1	9	-9	13
COc1ccccc1-c1nnc(SCC(=O)O)n1C	1	-0.3	1	-5	20	1	-7	-8	4	-3	4
Cc1nc(C)c(C(=O)OCC(=O)Nc2ccccc2SCC#N)s1	10	-0.5	-2	7	9	0	-7	-3	-3	-39	-3
CC(=O)c1ccc(NC(=O)c2cn(C)c(=O)c3ccccc23)cc1	-50	4.1	0	-30	.	.	-6	3	1	11	0
COc1ccc(C)cc1-n1c(SCC(=O)NC2CC2)nc2ccccc2c1=O	10	-2.4	1	-1	3	4	-6	3	3	-38	-5
COc1cc2c(cc1OC)C1CCc3cc4c(cc3C1N=C2)OCO4 (centres undefined)	-257	-1.9	-6	13	.	.	-6	-10	37	-88	-104
C[C@@H]1CC[C@@]2(O[C@H](CCO)C[C@H](O)[C@H]2O)O1	8	0.0	-1	-13	-4	3	-5	-2	6	13	-8
COc1ccccc1-c1nnc(NC(=O)C(C)Sc2nncn2C)s1 (centres undefined)	-2	-0.3	-5	-4	13	-3	-3	-7	0	1	-11
CN(CC(=O)NCCC1=CCCCC1)S(=O)(=O)c1ccc2c(c1)c(=O)n(C)c(=O)n2C	23	3.1	1	10	.	24*	-7	-4	11	4	19
Cc1cc(NS(=O)(=O)c2ccc(NC(=O)CNS(=O)(=O)c3ccccc3)cc2)nc(C)n1	15	0.6	-1	-8	1	.	-7	-3	8	-5	8
CC(Oc1ccccc1)C(=O)Nc1oc(-c2ccco2)c(-c2ccco2)c1C#N (centres undefined)	-2	-1.0	-1	1	17	4	-5	-5	-12	9	11
Clc1ccc(Cn2ncc3c(NCc4cccnc4)ncnc32)cc1	9	-0.9	-2	50	19	5	.	5	-18	0	23
CCC(=O)Nc1cccc(NC(=O)CSc2nnc(C3CC3)n2C)c1	9	6.1	4	-5	0	1	-4	-1	4	-3	15
CCOC(=O)N1CCN(C(=O)CCN2C(=O)/C(=C\c3ccc(OC)c(OC)c3)SC2=S)CC1	12	-4.0	1	-11	.	.	-5	-4	9	3	14
COc1ccc(NS(=O)(=O)c2cc(C(=O)NNC(=O)c3ccncc3)ccc2OC)c(OC)c1	17	-2.3	-3	-10	.	.	-5	0	8	-1	1
COc1ccc(C(=O)COC(=O)CCN2C(=O)C3C4C=CC(C5CC45)C3C2=O)cc1 (centres undefined)	-2	1.4	-4	9	-5	0	-3	4	16	3	0
NC(=O)C1CCN(C(=O)c2ccc(C(F)(F)F)cc2)CC1	11	0.9	0	16	-7	-3	.	-11	5	-3	14
CCOc1ccc(NC(=O)N2CC(C)OC(C)C2)cc1 (centres undefined)	15	1.2	-5	8	3	.	-17	19	1	11	12
O=C(CCN1CCN(C/C=C/c2ccccc2)CC1)Nc1ccccc1	13	-4.0	-2	-3	6	2	-5	12	-3	-16	-4
COC(=O)c1ccc(NC(=O)CN2CCN(S(=O)(=O)c3ccc(Br)cc3)CC2)cc1	3	0.1	-3	-2	6	0	-5	0	-4	-10	-4
Cc1ccc(NCc2nnc(SCC(N)=O)n2CC2CCCO2)c(C)c1 (centres undefined)	17	-1.3	0	-12	8	1	-4	8	-8	11	9
c1ccc(C(CN2CCOCC2)c2ccccc2)cc1	9	-0.3	-1	10	1	-1	-9	-5	0	-53	9
Cc1nnc(NC(=O)c2ccc3c(c2)OCO3)s1	-184	-0.5	3	-34	-47	-1	-5	9	-7	-82	-160
COC(=O)c1ccc2nc(-c3ccc(F)cc3)c(Cc3cccc(F)c3)n2c1	-22	-0.2	2	.	.	.	-5	.	.	-26	.
O=C(NCc1ccccc1)c1nccnc1CO	16	0.9	-1	-10	1	-2	-4	10	7	-11	9
Cc1cc(C)n2nc(SCC(=O)Nc3c(C)n(C)n(-c4ccccc4)c3=O)nc2n1	18	-2.1	-1	-3	2	-1	0	2	8	-13	6
C[C@H]1CN([C@@H](C)CO)S(=O)(=O)c2ccc(-c3ccncc3)cc2O[C@H]1CN(C)C(=O)c1cccc(F)c1	-9	3.4	0	5	.	.	-9	-3	0	-21	-2
CCOC(=O)Cc1csc(NC(=O)COc2ccc3c(C)cc(=O)oc3c2)n1	-2	1.5	-3	-15	1	-2	-10	-2	71*	-15	-3
O=C(CCn1c(=O)c2sccc2n(CC(=O)OCc2ccccc2)c1=O)NCc1ccco1	7	1.1	0	17	-9	-4	-5	-16	11	-10	9
O=C(O)C1CCN(C(=O)c2scc3c2OCCO3)CC1	14	-2.5	7	9	-3	2	-6	1	1	-37	1
COc1ccc(/C=C2/SC(=S)N(c3ccc(S(=O)(=O)Nc4nccs4)cc3)C2=O)cc1	14	-0.7	4	25	1	-2	-5	2	-10	-9	11
CC1(C)Cc2ccccc2C2=C(C(=O)N3CCCCCC3)C(=O)C(=O)N21	10	3.3	3	-5	-2	3	-5	-2	-3	-11	-1
Clc1ccc(/C=C/c2nc(Cl)c(-c3ccc(Cl)cc3)c(Cl)n2)cc1	-110	-0.6	4	7	-16	-1	-4	2	-8	-7	4
CN(C)S(=O)(=O)c1cccc(C(=O)OCC(=O)Nc2sccc2C#N)c1	-29	-2.1	-6	8	-12	-1	.	-1	1	26	-20
Cc1ccc(C(=O)NCCc2ccc(F)cc2)s1	-232	-0.8	4	-108	-85	3	2	-2	-9	-101	-334
O=C1S/C(=C\C=C\c2ccco2)C(=O)N1c1ccccc1	-277	2.6	1	-6	-67	1	-6	17	-12	-32	-157
CCN(CC)S(=O)(=O)c1cccc(C(=O)Nc2cc(C)on2)c1	-28	2.7	0	6	-8	2	-2	-3	2	-9	-4
c1nc(N2CCC3(CC2)OCCO3)c2c3c(sc2n1)CCCC3	22	-1.7	-3	16	-11	5	.	0	-10	-19	10
CCOc1ccccc1C1NC(=O)NC(C)=C1C(=O)OCc1ccccc1 (centres undefined)	16	-0.6	-2	29	15	-1	-2	5	-1	-11	13
CCN(C[C@H]1N[C@@](C)(C(=O)OC)[C@H]2C(=O)N(Cc3ccccc3)C(=O)[C@@H]12)C(=O)NC(C)C	5	-1.6	-2	-2	2	.	-2	-4	-4	-63	6
CC(Oc1ccc(C#N)cc1)C(=O)c1ccc(F)c(F)c1 (centres undefined)	11	-0.8	2	-3	24	-2	0	2	-1	3	2
COc1ccc(NC(=S)N2CCN(S(=O)(=O)c3ccccc3)CC2)cc1OC	11	0.5	2	-27	-13	.	.	7	4	11	8
O=C(CC(C(=O)N1CCc2ccccc21)n1ccnc1)NCc1ccccc1 (centres undefined)	1	-1.4	-3	14	-8	0	-8	10	0	-4	-4
